Compound activity: PubChem BioAssay, National Center for Advancing Translational Sciences (NCATS)
HTT aggregate: inhibitors of mutant huntingtin aggregate formation in PC12 cells | AID 1688 | PC12 HttQ103-GFP aggregates, Acumen cytometry, 40 h | Potency, µM (titrated, usually from 46.1 µM), for the others: top-dose activity change, negative = inhibition, most hits filed as inhibitors | 1.1% of 220,000 active; further: potency means the concentration at half of the fitted maximal effect; on the % scale 0 is the no-effect control and ±100 the full control effect; nearly all actives have a fitted effect of over 60% in size
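Aggregates are detected as GFP objects 1–25 µm with signal 6 STDEV over background in lysates of induced PC12 cells. These carry Huntingtin exon 1 with 103 glutamines fused to GFP under an ecdysone promoter; compounds titrated.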
HTT ATP protect: cytoprotection in Huntington HTT-Q103 PC12 cell model; Potency, µM (doses to about 56.4 µM), inactives show cytoprotection (ATP increase), actives largely listed as activators; PC12 HTT-Q103 induced, cytoprotection, ATP luminescence, 40 h; 0.14% of 230,000 active;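 further: potency means the concentration at half of the fitted maximal effect; % of control where 0% means no effect; nearly all actives have a fitted effect of over 45% in size; toxic huntingtin expression switched on by the ecdysone agonist tebufenozide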
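Cells were plated at 1500 per well in phenol red-free DMEM with 5% equine and 5% calf serum. Tebufenozide (100 nM final) and compounds were added, then ATPlite reagent, and luminescence was read.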
Lamin A splicing: modulators of lamin A splicing; 0.01% of 200,000 active; Potency, µM (doses to about 46.1 µM), for the others: top-dose ratio change, negative = inhibition, actives largely listed as inhibitors; HeLa LMNA splicing GFP/RFP minigene ratio, 48 h; active means well fitted inhibition curve with a large enough effect in the signal ratio, with a control signal flat, not every such curve was filed as active; inconclusive means small, poorly fitted or top-dose-only effect, or effect the other way, or a change in a side signal; the % refers to the signal ratio; further: potency means the concentration at half of the fitted maximal effect; on the % scale 0 is the no-effect control and ±100 the full control effect
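Read-out is the ratio of GFP to DsRed2 object intensity, acquired by 488 nm laser-scanning cytometry on HeLa lamin A-EGFP minigene reporter cells. Compound incubation 48 hrs at 37 °C in Opti-MEM with 2% FBS; DMSO 0.5% final.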
CBFb RUNX1 block: blocks binding between human CBF-beta and RUNX1; AlphaScreen CBFb-His/RUNX1-biotin binding, biochemical; Potency, µM (highest dose often 59.8 µM), inactives show at the highest dose activity, negative = inhibition, most hits filed as inhibitors; AID 1477; 230,000 tested, under 10 active; further: % of control where 0% means no effect
Target sequence (Q01196 whole entry, looked up): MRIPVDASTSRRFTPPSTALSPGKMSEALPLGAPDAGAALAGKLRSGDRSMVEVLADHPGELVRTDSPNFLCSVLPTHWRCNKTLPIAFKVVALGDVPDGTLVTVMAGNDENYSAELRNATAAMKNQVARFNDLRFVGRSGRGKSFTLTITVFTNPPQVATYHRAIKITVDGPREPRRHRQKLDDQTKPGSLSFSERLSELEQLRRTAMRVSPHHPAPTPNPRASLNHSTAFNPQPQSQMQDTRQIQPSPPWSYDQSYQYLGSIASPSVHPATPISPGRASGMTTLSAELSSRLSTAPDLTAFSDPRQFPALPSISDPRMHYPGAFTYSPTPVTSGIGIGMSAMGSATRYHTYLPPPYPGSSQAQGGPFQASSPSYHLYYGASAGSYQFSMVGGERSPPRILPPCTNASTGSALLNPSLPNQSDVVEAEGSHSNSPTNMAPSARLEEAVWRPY
Target sequence (Q13951 whole entry, looked up): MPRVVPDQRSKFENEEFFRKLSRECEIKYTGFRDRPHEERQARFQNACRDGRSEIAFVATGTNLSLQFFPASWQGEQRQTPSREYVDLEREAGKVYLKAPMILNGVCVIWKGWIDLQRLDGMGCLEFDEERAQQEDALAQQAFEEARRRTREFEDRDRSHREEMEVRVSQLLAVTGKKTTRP
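Read-out: AlphaScreen. Format: His-CBF-beta with biotinylated RUNX1 (30 nM each) preincubated 20 min, compound 15 min, Ni-chelate plus streptavidin beads 90 min; room temperature throughout.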
aGlu spleen mod: lysosomal alpha-glucosidase (human) modulation. P10253. human spleen homogenate, 4-MU-alpha-glucoside fluorescence. Potency, µM (doses to about 79.9 µM), for the others: top-dose activity change, negative = inhibition, actives largely listed as inhibitors. 0.006% of 240,000 active;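 further: potency means the concentration at half of the fitted maximal effect; 0% = enzyme with vehicle and -100% = no enzyme basal signal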
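AC50 values come from Hill-equation fits of concentration-response data, normalized to no-enzyme and full-activity controls. Enzyme source: 1 ug human spleen homogenate; 1 mM fluorogenic 4-MU glucoside, pH 5.0 citrate buffer, 37 C, 40 min.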
GAA inhib: alpha-glucosidase (human) inhibition; 0.005% of 200,000 active; Potency, µM (titrated, usually from 76.9 µM), inactives show at the top dose activity change, negative = inhibition, actives largely listed as inhibitors; purified human GAA, 4-MU-alpha-glucoside fluorescence;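 further: potency means the concentration at half of the fitted maximal effect; plate controls were uninhibited enzyme wells for no effect and no-enzyme background for full effect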
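qHTS format, compound range up to 77 uM. Human lysosomal enzyme at 4 nM, 400 uM 4-MU glucoside substrate, pH 5.0, 20 min room temperature; fluorescence after alkaline stop gives activity normalized to controls.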
GAA glycogen mod: GAA glycogen-cleavage inhibition or activation; 0.38% of 300,000 active; Potency, µM (titrated, usually from 76.4 µM), without a hit: at the highest dose activity change, negative = inhibition, usual class: inhibitors; AID 2100; recombinant GAA, glycogen substrate, Amplex Red glucose oxidase fluorescence; P10253;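 further: potency means the concentration at half of the fitted maximal effect; 0% = full enzyme reaction and -100% = no-enzyme basal signal; the screen sought inhibitors and activators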
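qHTS, 1536-well; enzyme 4 nM final; cpd up to 77 uM; substrate bovine liver glycogen 30 ug; 50 mM citrate/phosphate pH 5.0, 0.01% Tween-20; 37 C, 40 min; Amplex Red detection 45 min RT; Hill fit → AC50.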
* marks the source's active call; other numbers are inactive results; ? = inconclusive; / = no result given; & = joins results of further samples; [ ] = another dose, or the depositor's remark. Unless noted, the call rests on the fitted dose curve; in most records, active means well fitted curve in the direction sought with a large enough effect; inconclusive means small, poorly fitted or top-dose-only effect, or another doubt; inactive means no such curve, though single readings can be large; an effect the other way counts as inactive or inconclusive.

SMILES | HTT aggregate | HTT ATP protect | Lamin A splicing | CBFb RUNX1 block | aGlu spleen mod | GAA inhib | GAA glycogen mod
COC(=O)c1[nH]c2cccc(Cl)c2c1NC(=O)CN(C)C1CCCCC1 | 5% | -23%[0.074 µM] | ? | -3% | -3% | ? | 13%
Cc1cc(C)c2c(=O)[nH]n(C(C)C)c2n1 | 0% | -4% | -11% | 3% | -5% | -6% | -8%
COc1ccccc1N(CC(=O)NCc1ccccc1)C(=O)CCC(=O)Nc1cc(C)ccn1 | -8% | 10%[1.9 µM] | -6% | 15% | 4% | -7% | 3%
CCOC(=O)c1ccc(N/C=C/C(=O)c2ccco2)cc1 | -7% | -12% | ? | 3% | 2% | -2% | 8%
CC1Cc2ccccc2N1C(=O)CN1C(=O)C(=O)N(Cc2ccccc2)C1=O (centres undefined) | 18%[9.22 µM] | -5% | 15% | -2% | 4% | 10% | -5%
CC(C)=C1C2C=CC1C(C(=O)Nc1cc(C)ccc1C)C2C(=O)O (centres undefined) | -10% | -14% | 21% | 2% | 0% | -10% | 2%
Cc1ccc(C(=O)O/N=C/c2c(Cl)n(C)c3ccccc23)cc1 | 11% | -18% | 11% | 1% | -15% | -1% | 7%
CCc1nc(N(CC)CC)c2oc3ccccc3c2n1 | -12% | -16% | 12% | 7% | 1% | -4% | -2%
CCC(=O)c1ccc(OCC(O)Cn2c(C)nc3ccccc32)cc1 (centres undefined) | 11µM* | -14%[10 µM] | ? | 16% | 5% | -6% | 5%
CN(C)c1ccc(Sc2nnc(NC(=O)Nc3ccc(Cl)cc3Cl)s2)cc1 | -7% | 7%[10 µM] | -13% | 5% | 1% | -2% | 10%
Cc1nc(C)c(C(=O)NNC(=O)c2ccc(Br)cc2)s1 | -4% | -14%[10 µM] | -21% | -3% | -1% | 4% | 7%
O=C(CSc1nnc(-c2ccncc2)n1CCc1ccccc1)N1CCCC1 | -23%[9.22 µM] | -10%[10 µM] | / | 8% | -6% | / | 4%
Cc1ccc(C(c2nnnn2CS(=O)(=O)c2ccc(C)cc2)N2CCC(C(N)=O)CC2)cc1 (centres undefined) | 13% | -8%[10 µM] | -5% | 6% | -6% | 1% | -4%
COc1ccccc1CC(=O)Nc1cccc(C)n1 | -15%[9.22 µM] | -7%[10 µM] | -3%[46 µM] | 12% | -25% | 15% | -4%
COc1ccc(OCCc2nnc(N)s2)cc1 | -3% | 27% | 7% | 3% | -2% | 5% | 4%
Cc1ccc(CNC(=O)C(=O)Nc2nccs2)cc1 | / | / | / | -5% | -5% | 7% | -10%
Cc1cccc(C)c1N=C1SC(CC(=O)Nc2c(C)cccc2C)C(=O)N1CCc1ccccn1 (centres undefined) | -8% | 15%[10 µM] | 7% | -5% | 2% | 1% | -5%
Cc1cc(C)nc(/N=C2\NC(=O)CC(C(=O)O)N2c2cccc(Cl)c2)n1 (centres undefined) | 11% | -36%[inhibitor] | 0%[46 µM] | -1% | 0% | 0% | -1%
O=C(N/C(=C\c1cccnc1)C(=O)N1CCOCC1)c1cccc(Br)c1 | 22% | -6% | 12% | 5% | -3% | -2% | 9%
COCC1=Cc2cc3c(cc2C(C(C(=O)OC)C(=O)OC)N1C(=O)OC)OCO3 (centres undefined) | / | -32%[inhibitor] | -5%[9.22 µM] | -1% | -4% | / | /
Cn1c(=O)[nH]c(=O)c2c1nc(N1CCCCCC1)n2CC(N)=O | -11% | -18%[1.9 µM] | -1% | 20% | 5% | -9% | -1%
COC(=O)c1[nH]c(C)c(/C(O)=C2\C(=O)C(=O)N(CCN(C)C)C2c2ccco2)c1C (centres undefined) | 7% | 2%[0.074 µM] | -2% | 14% | -1% | 0% | -8%
CCOC(=O)C1CCN(c2c(NCc3ccc(C(=O)NCCC(C)C)cc3)c(=O)c2=O)CC1 | 5% | -5% | 6% | 2% | -16% | 8% | 1%
COc1ccccc1N1CCN(CC(=O)c2c(C)[nH]c3ccccc23)CC1 | 3% | -10% | -5% | -2% | -11% | -2% | -20%
COc1ccc(C)cc1S(=O)(=O)N1CCC(C(=O)NCCc2ccccc2)CC1 | -15% | 19%[10 µM] | ? | 7% | -1% | -3% | 6%
The results go on:
SMILES | HTT aggregate | HTT ATP protect | Lamin A splicing | CBFb RUNX1 block | aGlu spleen mod | GAA inhib | GAA glycogen mod
O=C(CSc1ccc(-c2ccccn2)nn1)c1ccccc1 | -32% | -15% | -24%[46 µM] | ? | -2% | -6% | 7%
CN(C)c1ccc(-c2cncnc2NCc2cccs2)cc1 | / | 3% | 1% | / | -3% | / | /
O=C(O)C1CC=CCC1C(=O)Nc1ccc(N2CCN(Cc3ccccc3)CC2)cc1 (centres undefined) | ? | / | 3% | 0% | 2% | 1% | -3%
Cc1nnc(SCC(=O)N2CCN(S(=O)(=O)c3ccccc3)CC2)n1Cc1ccccc1 | -22% | -12%[10 µM] | ? | -2% | ? | ? | -9%
CC(C)n1nnc2cc(C(=O)O)ccc21 | / | -41% | / | 12% | 4% | / | /
Nc1ccc(S(N)(=O)=O)cc1N | -27%[9.22 µM] | -9%[10 µM] | -10%[46 µM] | ? | -9% | -1%[15.4 µM] | ?
Cc1ccc(Oc2ccc(C(=O)NCc3ccncc3)cc2)cc1 | 11µM* | -96%[inhibitor] | 5%[9.22 µM] | -5% | / | -5% | -10%
Cc1ccc(NC(=O)c2cc(-n3cnnc3)ccc2Cl)c(C)c1 | 0% | 25%[0.074 µM] | 11% | -16% | 4% | 8% | 0%
CCc1cccc(C)c1NC(=O)CN1C(=O)c2ccccc2S1(=O)=O | 10% | -4% | -3% | -1% | -4% | -9% | 6%
C=CCNc1nc(NCCN2CCOCC2)nc(OC)n1 | 15% | -7% | 2% | 5% | -6% | 5% | 2%
Cc1cc(N)nc(C)c1C#N | -11% | -18% | / | -7% | / | 0% | 1%
CC(=O)c1c(N=CN(C)C)nc(C)nc1-c1ccccc1 | 5% | -14% | -2% | 2% | -4% | -4% | -1%
Cc1ccc(N(C)C(=O)N2CCN(S(=O)(=O)c3ccc4ccccc4c3)CC2)cc1 | 11µM* | 11%[10 µM] | 7% | 0% | 6% | -24% | -5%
c1ccc(Cc2ccc(OCCn3cncn3)cc2)cc1 | -15% | 12%[10 µM] | ? | 0% | -1% | 1% | 2%
Cc1ccc(NC(=S)NCc2cccs2)c(C)c1 | -3% | 12% | 6% | 3% | -8% | ? | -5%
COc1cccc(OC)c1C(=O)NCCN1CCN(C(=O)c2c(OC)cccc2OC)CC1 | 1% | 16% | -5% | -1% | 1% | -12% | 2%
COC(=O)C1=C(C)NC(=O)C1(NC(=O)c1cccnc1)C(F)(F)F (centres undefined) | 4% | 11%[10 µM] | -2% | -4% | 1% | 0% | 3%
CCCCCCC(C)n1cc(C(C)=O)c(=O)n(C)c1=O (centres undefined) | 12% | 17%[10 µM] | ? | 0% | 1% | 1% | 8%
COc1ccc(-c2nnn(CC(=O)N3CCN(c4ccc(F)cc4)CC3)n2)cc1 | 5%[9.22 µM] | 2%[10 µM] | / | 8% | -3% | / | 0%
Nc1ccccc1SCc1cn2ccccc2n1 | -4% | -64%[inhibitor][10 µM] | 6% | 12% | -3% | -3% | 1%
CC(C)[C@H](NC(=O)[C@@H]1CSCN1C(=O)OC(C)(C)C)C(=O)NCC1CCC(C(=O)O)CC1 (some centres undefined) | 8% | -22% | 5% | 13%&5% | -7%&7% | -9% | -1%&4%
Cc1cc(C)n(CCc2nc(-c3cccs3)cs2)n1 | 5% | 4%[10 µM] | -10% | 0% | 0% | -6% | 4%
COc1ccc(OC)c(-c2c3c([nH]c(=S)c2C#N)CCCC3)c1 | -11% | ? | -16%[46 µM] | -2% | 0% | ? | 5%
O=c1[nH]c(SCc2ccccc2[N+](=O)[O-])nc2nc[nH]c12 | -16%[9.22 µM] | -4%&-18%[10 µM] | ? | 15% | 4% | -4% | -4%
O=C(CCN1C(=O)c2ccccc2S1(=O)=O)Nc1ccccc1 | -4% | 1%[10 µM] | 10%[46 µM] | 1% | 8% | 9% | -9%
The list goes on:
SMILES | HTT aggregate | HTT ATP protect | Lamin A splicing | CBFb RUNX1 block | aGlu spleen mod | GAA inhib | GAA glycogen mod
CCCc1nnc(NC(=O)c2c(O)c3cccc4c3n(c2=O)CC4)s1 | 2% | -28% | 1% | 4% | -1% | -3% | -2%
COc1ccc(NC(=S)N(CCCN2CCCCCC2)Cc2cccs2)cc1 | ? | -30% | / | -10% | 1% | 2% | -3%
COc1ccc(-c2n[nH]c(=S)o2)c(OC)c1 | -6% | -18% | 1% | 1% | -7% | 4% | -4%
N#Cc1cc2c(nc1SCc1ccncc1)CCC2 | -20% | -35% | 6% | 3% | -1% | -1% | -9%
CNc1oc(Cc2ccccc2)nc1S(=O)(=O)c1ccccc1 | 15% | 1% | -1% | 4% | 6% | -1% | 4%
CCOc1ccc(NC(=O)N2CCN(c3nc4ccccc4s3)CC2)cc1 | -3% | -16% | ? | 2% | -6% | -2% | -11%
CCCCCCNc1c([N+](=O)[O-])c(=O)sc2ccccc12 | ? | 18% | / | -2% | 1% | -2% | 2%
CN(C)CC(C)(C)CNS(=O)(=O)c1cccc2nsnc12 | 9% | / | 7% | 11% | 2% | -1% | -3%
Cc1nc(N2CCOCC2)[nH]c(=O)c1CCC(C)C | 28% | 6%[0.074 µM] | 3% | 4% | 1% | -3% | 7%
O=C(N/N=C/C=C/c1cccc([N+](=O)[O-])c1)c1ccncc1 | -14%[9.22 µM] | 17%[10 µM] | / | 9% | -3% | / | 1%
O=C(Cn1cc(SCc2ccccc2Cl)c2ccccc21)N1CCOCC1 | ? | -68%[inhibitor][10 µM] | -12% | 0% | -1% | 1% | 8%
COCC(=O)N(Cc1cc2cc(OC)ccc2[nH]c1=O)c1ccccc1 | 13% | 0%[10 µM] | -13% | 5% | 0% | ? | 3%
Cc1ccc(C(=O)Nc2nc(=O)n(C(=O)CC(C)C)s2)cc1 | 27% | 37%[10 µM] | ? | 7% | -2% | 12% | 3%

Only GAA glycogen mod and CBFb RUNX1 block (3 entries from above):
smiles	GAA glycogen mod	CBFb RUNX1 block
COCC(=O)N(Cc1cc2cc(OC)ccc2[nH]c1=O)c1ccccc1	3%	5%
CCCc1nnc(NC(=O)c2c(O)c3cccc4c3n(c2=O)CC4)s1	-2%	4%
COc1ccc(-c2n[nH]c(=S)o2)c(OC)c1	-4%	1%
